Compound activity deposited in PubChem BioAssay by National Center for Advancing Translational Sciences (NCATS).
TDP43 rescue = inhibitors of TDP-43 toxicity in yeast; TDP-43 expressing yeast growth rescue, BacTiter-Glo, 24 h; AID 652104; Potency, µM (highest dose often 46.1 µM), inactives show top-dose growth rescue (activation), hits mostly activators; 410,000 compounds, 1.8% hits; further: % of control where 0% means no effect; nearly all actives have a fitted effect of over 50% in size
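Galactose-induced TDP-43 yeast, OD600=0.02, compound pinned; 24 hr, 30 deg C; BacTiter-Glo luminescence for growth. Inhibitors of TDP-43 toxicity read as activators.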
KB-V1 MDR tox = kills drug-selected multidrug resistant KB-V1 cells. Potency, µM (highest dose often 46.1 µM), inactives show at the highest dose activity change, negative = cytotoxicity, usual class: cytotoxic. 400,000 compounds, 3.4% hits. KB-V1 MDR cells viability, CellTiter-Glo, 72 h; further: on the % scale 0 is the no-effect control and ±100 the full control effect; nearly all actives have a fitted effect of over 60% in size
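KB-V1 MDR subline cells in DMEM (phenol-red free, 10% FBS) exposed to compounds in qHTS concentration series for 72 h at 37 degrees C. Viability read by CellTiter-Glo luminescence; concentration-effect curves fitted after normalization and correction.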
HT1080-NT tox = kills 2HG-producing HT-1080-NT fibrosarcoma cells; HT-1080-NT fibrosarcoma viability, CellTiter-Glo ATP luminescence, 48 h; Potency, µM (series often up to 46.1 µM), for the others: top-dose activity, negative = less viability, usual class: cytotoxic; 360,000 compounds, 1.6% hits; AID 686970;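 further: NT is the 2HG producing partner of a matched IDH1 knockdown line; 0% = DMSO-treated cells and -100% = media-only wells without cells; nearly all actives have a fitted effect of over 55% in size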
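HT-1080-NT; 750 cells/well; 5% FBS RPMI; 48 h compound, 37 degrees C; CellTiter-Glo luminescence; curve fitting and curve-class assignment.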
GLP1R cytotox = cytotoxic in the GLP-1 receptor inverse agonist counter-screen; AID 624418; 410,000 compounds, 0.13% hits; HEK293 cAMP-luciferase reporter cells, luminescence, 24 h; Potency, µM (series often up to 38.3 µM), inactives show top-dose activity change, negative = inhibition, hits mostly inhibitors;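 further: loss of luciferase light is scored as toxicity; on the % scale 0 is the no-effect control and ±100 the full control effect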
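Here, cytotoxicity is scored as loss of luminescence. The MLSMR collection was tested on cells seeded in medium containing 10% Nu serum, with a 24 hr compound exposure preceded by 12 hours of culture.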
HT1080 IDH1KD tx = kills HT-1080 cells with IDH1 knockdown; Potency, µM (titrated, usually from 46.1 µM), for inactives: at the highest dose activity, negative = toxicity, most hits filed as cytotoxic; AID 686971; HT-1080 IDH1 knockdown viability, ATP luminescence, 48 h; 360,000 compounds, 2% hits;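 further: 0% = DMSO wells and -100% = cell-free medium wells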
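In this qHTS, HT-1080 cells depleted of IDH1 are exposed for 48 h at 37 °C to compound titrations. Toxicity is scored from CellTiter-Glo luminescence, with DMSO as full viability and medium alone as none.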
GLP1R ag = activates the human GLP-1 receptor; HEK293 GLP-1R CRE-luciferase, luminescence, 4-6 h; cells express a hypersensitive GLP-1R form; Potency, µM (titrated, usually from 45.6 µM), inactives show at the highest dose activation, hits mostly activators; 380,000 compounds, 0.007% hits; further: % of control where 0% means no effect
Target sequence (P43220 whole entry, looked up): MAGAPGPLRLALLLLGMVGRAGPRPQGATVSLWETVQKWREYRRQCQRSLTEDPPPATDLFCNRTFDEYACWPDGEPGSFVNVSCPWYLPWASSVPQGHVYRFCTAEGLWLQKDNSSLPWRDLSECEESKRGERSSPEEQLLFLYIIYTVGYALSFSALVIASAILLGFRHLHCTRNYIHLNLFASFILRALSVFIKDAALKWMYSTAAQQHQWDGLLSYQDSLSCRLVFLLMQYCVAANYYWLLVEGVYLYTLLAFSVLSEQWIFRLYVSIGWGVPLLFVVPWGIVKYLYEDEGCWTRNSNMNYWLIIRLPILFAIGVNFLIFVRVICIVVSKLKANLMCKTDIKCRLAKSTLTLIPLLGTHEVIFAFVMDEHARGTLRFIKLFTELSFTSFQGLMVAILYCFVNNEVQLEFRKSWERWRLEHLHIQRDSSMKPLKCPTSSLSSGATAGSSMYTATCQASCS
SW480 rereplic = inducers of DNA re-replication in SW480 colon cancer cells; 340,000 compounds, 1.8% hits; SW480 DNA re-replication, Hoechst DNA content imaging, 48 h; Potency, µM (highest dose often 46.1 µM), for the others: at the highest dose re-replication activation, usual class: activators; further: % of control where 0% means no effect; nearly all actives have a fitted effect of over 55% in size
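Quantitative HTS format with DMSO vehicle controls; 48 hr drug incubation at 37 C, then 40 min Hoechst staining and scanning imager measurement at 405 nm excitation.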
KB-3-1 cytotox = KB-3-1 parental cell cytotoxicity. KB-3-1 viability, CellTiter-Glo ATP luminescence, 72 h. AID 1347075. Potency, µM (titrated, usually from 46.1 µM), for inactives: at the top dose activity change, negative = cytotoxic, actives largely listed as cytotoxic. 400,000 compounds, 1.4% hits; further: on the % scale 0 is the no-effect control and ±100 the full control effect; nearly all actives have a fitted effect of over 60% in size
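Here the drug-naive KB-3-1 line serves as comparator for MDR sub-line selectivity; cells received compound titrations, 72 h at 37 °C, then CellTiter-Glo readout.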
GLP1R inv ag = GLP-1 receptor (human) inverse agonism; P43220; HEK293 GLP-1R CRE-luciferase, luminescence, 24 h; GLP-1R form is constitutively active; Potency, µM (highest dose often 38.3 µM), inactives show at the top dose activity change, negative = inhibition, hits mostly inhibitors; 410,000 compounds, 1.6% hits; AID 624417; further: on the % scale 0 is the no-effect control and ±100 the full control effect; nearly all actives have a fitted effect of over 55% in size
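Assay principle: reduced luminescence from a cAMP-responsive reporter in HEK293 cells co-expressing a constitutively active GLP-1R. Conditions: 24 hr compound incubation, 37 deg C, 5% CO2.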
* = called active by the depositor; [ ] = remark or other dose. The call rests on the fitted dose curve; in most records, active means well fitted curve in the direction sought with a large enough effect; inconclusive means small, poorly fitted or top-dose-only effect, or another doubt; inactive means no such curve, though single readings can be large; an effect the other way counts as inactive or inconclusive. Potency means the concentration at half of the fitted maximal effect.

What do the screens show for `CCOC(=O)C1=C(O)C(Nc2nccs2)(C(F)(F)F)N=C1C` (configuration not stated)?
TDP43 rescue: -6%; KB-V1 MDR tox: 20%; HT1080-NT tox: 11%; GLP1R cytotox: 6%; HT1080 IDH1KD tx: 1%; GLP1R ag: 1%; SW480 rereplic: 9%; KB-3-1 cytotox: -2%; GLP1R inv ag: -12%

Results for Clc1ccc(CN2CCN(c3ncnc4sc5c(c34)CCCC5)CC2)cc1Cl ?
TDP43 rescue: 13%; KB-V1 MDR tox: inconclusive; GLP1R cytotox: -2%; GLP1R ag: -1%; KB-3-1 cytotox: 15%; GLP1R inv ag: 14%

What do the screens show for `CC(=O)c1ccc(C2CC(OCCF)=CC(=O)O2)cc1` (configuration not stated)?
TDP43 rescue: -5%; KB-V1 MDR tox: 2%; HT1080-NT tox: 9%; GLP1R cytotox: 3%; HT1080 IDH1KD tx: 2%; KB-3-1 cytotox: 6%; GLP1R inv ag: 17%

What do the screens show for `CC(C)Sc1nc2c([nH]1)c(=N)ncn2Cc1ccccc1`?
TDP43 rescue: 7%; KB-V1 MDR tox: -2%; HT1080-NT tox: -8%; GLP1R cytotox: 8%; HT1080 IDH1KD tx: -3%; GLP1R ag: -1%; SW480 rereplic: -6%; KB-3-1 cytotox: 10%; GLP1R inv ag: 22%

What do the screens show for `COc1ccc2c(CNCc3ccc(C)o3)c(C(=O)O)n(Cc3ccccc3C)c2c1`?
TDP43 rescue: 8%; KB-V1 MDR tox: 7%; GLP1R cytotox: 0%; KB-3-1 cytotox: 1%; GLP1R inv ag: 5%

How did COc1ccc2[nH]c3c(=O)n(CCCC(=O)NC4CCC(C)CC4)c(=S)[nH]c3c2c1 (configuration not stated) do in these assays?
TDP43 rescue: 9%; KB-V1 MDR tox: inconclusive; HT1080-NT tox: 0%; GLP1R cytotox: -7%; HT1080 IDH1KD tx: 0%; GLP1R ag: 3%; SW480 rereplic: -7%; KB-3-1 cytotox: -1%; GLP1R inv ag: 17%

Results for COc1cc(/C=C/C(=O)OCC(=O)Nc2ccc(S(=O)(=O)N3CCCC3)cc2)ccc1O ?
TDP43 rescue: 7%; KB-V1 MDR tox: -5%; HT1080-NT tox: -1%; GLP1R cytotox: 75%[activator]; HT1080 IDH1KD tx: -10%; GLP1R ag: -12%; SW480 rereplic: 1%; KB-3-1 cytotox: 3%; GLP1R inv ag: 9%

What do the screens show for `CC1CSC(N(C(=O)c2ccc(S(C)(=O)=O)cc2)c2ccc(Cl)cc2)=N1` (configuration not stated)?
TDP43 rescue: 2%; KB-V1 MDR tox: 5%; HT1080-NT tox: inconclusive; GLP1R cytotox: -1%; HT1080 IDH1KD tx: inconclusive; GLP1R ag: 3%; SW480 rereplic: 3%; KB-3-1 cytotox: -5%; GLP1R inv ag: -23%

How did CCOc1ccc(NC(=O)CN(C)C(=O)Cc2ccsc2)cc1OCC do in these assays?
TDP43 rescue: 7%; KB-V1 MDR tox: 16%; HT1080-NT tox: 4%; GLP1R cytotox: 5%; HT1080 IDH1KD tx: 2%; GLP1R ag: 1%; SW480 rereplic: -7%; KB-3-1 cytotox: 0%; GLP1R inv ag: 0%

How did Cc1ccc(-n2nnnc2CCl)cc1 do in these assays?
TDP43 rescue: inconclusive; KB-V1 MDR tox: inconclusive; HT1080-NT tox: inconclusive; GLP1R cytotox: -11%; HT1080 IDH1KD tx: inconclusive; GLP1R ag: -1%; SW480 rereplic: inconclusive; KB-3-1 cytotox: inconclusive; GLP1R inv ag: inconclusive

Results for CNC(=O)Nc1cc(C(C)(C)C)no1 ?
TDP43 rescue: 18%; KB-V1 MDR tox: 0%; HT1080-NT tox: -4%; GLP1R cytotox: -3%; HT1080 IDH1KD tx: 4%; GLP1R ag: 1%; SW480 rereplic: 7%; KB-3-1 cytotox: 10%; GLP1R inv ag: -11%

Results for CCn1c(C)c(C(C)=O)c(N2CCN(c3ccc(F)cc3)CC2)nc1=S ?
TDP43 rescue: 12%; KB-V1 MDR tox: -11%; HT1080-NT tox: 14%; GLP1R cytotox: 5%; HT1080 IDH1KD tx: 9%; GLP1R ag: 4%; SW480 rereplic: -5%[9.22 µM]; KB-3-1 cytotox: -2%; GLP1R inv ag: 2%

How did CCC(=O)N1CCc2cc(S(=O)(=O)N3CCCCC3CC)ccc21 (configuration not stated) do in these assays?
TDP43 rescue: 12%; KB-V1 MDR tox: -8%; HT1080-NT tox: 14%; GLP1R cytotox: 7%; HT1080 IDH1KD tx: -2%; GLP1R ag: 4%; SW480 rereplic: -10%; KB-3-1 cytotox: 1%; GLP1R inv ag: 8%

How did CC(C)C[C@@H](COc1ccccc1)N1CCN(CCc2ccccc2)CCC1=O do in these assays?
TDP43 rescue: 2%; KB-V1 MDR tox: inconclusive; HT1080-NT tox: -3%; GLP1R cytotox: 1%; HT1080 IDH1KD tx: -7%; GLP1R ag: 11%; SW480 rereplic: -26%[9.22 µM]; KB-3-1 cytotox: inconclusive; GLP1R inv ag: inconclusive

What do the screens show for `CN1CCC(N(C)S(=O)(=O)c2ccc(NC(=O)COc3ccc(Br)cc3Cl)cc2)CC1`?
TDP43 rescue: 0%; KB-V1 MDR tox: inconclusive; HT1080-NT tox: 16µM*; GLP1R cytotox: inconclusive; HT1080 IDH1KD tx: 18µM*; GLP1R ag: -8%; SW480 rereplic: -30%; KB-3-1 cytotox: inconclusive; GLP1R inv ag: 2µM*

What do the screens show for `O=C1CCCC(O)=C1N=Nc1ccc(Cl)c(Cl)c1`?
TDP43 rescue: -9%[0.397 µM]; KB-V1 MDR tox: 18%; HT1080-NT tox: -10%; GLP1R cytotox: -8%; HT1080 IDH1KD tx: -17%; GLP1R ag: 9%; SW480 rereplic: -4%; KB-3-1 cytotox: 12%; GLP1R inv ag: -17%

What do the screens show for `CCc1ccc(C(C)NC(=S)NC2CCCCC2)cc1` (configuration not stated)?
TDP43 rescue: inconclusive; KB-V1 MDR tox: inconclusive; HT1080-NT tox: -5%; GLP1R cytotox: -26%; HT1080 IDH1KD tx: -1%; GLP1R ag: -3%; SW480 rereplic: inconclusive; KB-3-1 cytotox: inconclusive; GLP1R inv ag: inconclusive

Results for CC(OC(=O)c1cc(=O)[nH]c2ccccc12)C(=O)NC1CCCC1 (configuration not stated) ?
TDP43 rescue: 10%; HT1080-NT tox: 0%; GLP1R cytotox: -9%; HT1080 IDH1KD tx: -6%; GLP1R ag: -3%; SW480 rereplic: -9%; GLP1R inv ag: 10%

Results for O=C(CN1CCCCCC1=O)OCc1ncc(-c2ccccc2)o1 ?
TDP43 rescue: 0%; KB-V1 MDR tox: 9%; HT1080-NT tox: 17%; GLP1R cytotox: 2%; HT1080 IDH1KD tx: 15%; GLP1R ag: -4%; SW480 rereplic: -2%; KB-3-1 cytotox: 0%; GLP1R inv ag: 6%

Results for CCOC(=O)c1c(C)oc2nc(C)nc(NCCc3ccc(OCC)cc3)c12 ?
TDP43 rescue: 4%; KB-V1 MDR tox: inconclusive; GLP1R cytotox: 2%; KB-3-1 cytotox: -22%; GLP1R inv ag: -14%

How did O=C(Cc1ccsc1)N1CCN(S(=O)(=O)c2ccccc2F)CC1 do in these assays?
TDP43 rescue: 0%; KB-V1 MDR tox: -27%; HT1080-NT tox: -8%; GLP1R cytotox: -1%; HT1080 IDH1KD tx: 1%; GLP1R ag: 16%; SW480 rereplic: -6%; KB-3-1 cytotox: -2%; GLP1R inv ag: 15%

Results for OC1c2cc(Br)ccc2N=C2CCCN21 (configuration not stated) ?
TDP43 rescue: 22%; KB-V1 MDR tox: inconclusive; HT1080-NT tox: inconclusive; GLP1R cytotox: -28%; HT1080 IDH1KD tx: -12%; GLP1R ag: -6%; SW480 rereplic: 193%; KB-3-1 cytotox: inconclusive; GLP1R inv ag: inconclusive

What do the screens show for `O=C(Nc1ccc(C(=O)N2CCCCC2)cc1)C1CCCC1`?
TDP43 rescue: 7%; KB-V1 MDR tox: 18%; HT1080-NT tox: 8%; GLP1R cytotox: -11%; HT1080 IDH1KD tx: 12%; GLP1R ag: 5%; SW480 rereplic: -1%[9.22 µM]; KB-3-1 cytotox: 13%; GLP1R inv ag: 6%

How did O=C(CN1C(=O)NC2(CCCCC2)C1=O)NCCc1ccc(Cl)cc1Cl do in these assays?
TDP43 rescue: -12%; KB-V1 MDR tox: -18%; HT1080-NT tox: -1%; GLP1R cytotox: 11%; HT1080 IDH1KD tx: -9%; GLP1R ag: 12%; SW480 rereplic: -4%; KB-3-1 cytotox: 5%; GLP1R inv ag: inconclusive

Results for O=C1CCC(=O)N1c1ccccc1OS(=O)(=O)c1ccccc1 ?
TDP43 rescue: 8%; KB-V1 MDR tox: 1%; HT1080-NT tox: 9%; GLP1R cytotox: -5%; HT1080 IDH1KD tx: 6%; GLP1R ag: 6%; SW480 rereplic: 1%; KB-3-1 cytotox: 3%; GLP1R inv ag: 23%

Structural class: those above containing a thiophene ring, fused or not (3)
Results for Clc1ccc(CN2CCN(c3ncnc4sc5c(c34)CCCC5)CC2)cc1Cl ?
TDP43 rescue: 13%; KB-V1 MDR tox: inconclusive; GLP1R cytotox: -2%; GLP1R ag: -1%; KB-3-1 cytotox: 15%; GLP1R inv ag: 14%

How did CCOc1ccc(NC(=O)CN(C)C(=O)Cc2ccsc2)cc1OCC do in these assays?
TDP43 rescue: 7%; KB-V1 MDR tox: 16%; HT1080-NT tox: 4%; GLP1R cytotox: 5%; HT1080 IDH1KD tx: 2%; GLP1R ag: 1%; SW480 rereplic: -7%; KB-3-1 cytotox: 0%; GLP1R inv ag: 0%

How did O=C(Cc1ccsc1)N1CCN(S(=O)(=O)c2ccccc2F)CC1 do in these assays?
TDP43 rescue: 0%; KB-V1 MDR tox: -27%; HT1080-NT tox: -8%; GLP1R cytotox: -1%; HT1080 IDH1KD tx: 1%; GLP1R ag: 16%; SW480 rereplic: -6%; KB-3-1 cytotox: -2%; GLP1R inv ag: 15%
